High-throughput results as filed in PubChem BioAssay.
FN deposition inh – fibronectin deposition inhibition. AH1F fibroblasts, Alexa488-fibronectin deposition fluorescence, overnight. inhibition, % at 12.6 µM. actives 0.086% (n = 350,000);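 active = mean inhibition across replicates of 30% or more, regardless of how many single replicates reach that level; inconclusive = mean under 30% yet at least half of replicates reach 30%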;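 also: positive control wells lacked labelled fibronectin entirely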
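Material – AH1F fibroblast monolayer, labelled fibronectin deposition · Reagent – labelled fibronectin 24 nM · Timing – 1 h adhesion, overnight exposure · Measured by – fluorescence at 485 nm excitation, 525 nm emission · Read-out – inhibition of fibronectin deposition signal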
S100A4 inh HTS – blocks human S100A4 binding to myosin IIA peptide; S100A4/TAMRA-MyoIIA peptide fluorescence polarization; actives 0.14% (n = 360,000); AID 652163; P26447; inhibition, % at 10.7 µM;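 active = mean inhibition of at least 70% across replicates, with every replicate also reaching that level; inconclusive = mean inhibition reaches 70% but some replicates fall short; inactive = mean inhibition below 70%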
Target sequence (P26447 whole entry, looked up): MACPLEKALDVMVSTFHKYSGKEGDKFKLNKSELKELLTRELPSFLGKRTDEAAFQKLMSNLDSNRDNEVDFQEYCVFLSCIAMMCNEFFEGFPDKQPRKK
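Compound dosing: one dose per compound; test system: human S100A4 monomer with TAMRA-labelled myosin IIA peptide; probe or stimulus: TAMRA-labelled myosin IIA heavy-chain peptide probe, 5 nM; medium: HEPES buffer with Ca2+, pH 7.2; schedule: 5 min incubation before reading; benchmarks: neutral control DMSO, positive control TFP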
Statin myotox sup – suppression of simvastatin myotoxicity. C2C12 myotubes + simvastatin, ATP luminescence, 48 h; scaled: DMSO 0, geranylgeraniol control 100. rescue of ATP level, % at 7.49 µM. actives 0.78% (n = 330,000). AID 602340;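 active = mean ATP rescue above about 67%, or every replicate alone reaching that limit, limit read from the data, passing the limit was not always enough; inconclusive = no clear call, values can overlap the other calls; inactive = mean under the limit and some replicate under it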;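 also: myotubes were challenged with 10 µM simvastatin during compound exposure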
esBAF inh – SWI/SNF esBAF complex inhibition; mouse ES cells, Bmi1-luciferase knock-in reporter, 24 h; 100% = twice the neutral-well signal; reporter increase, % at 12.5 µM; actives 2% (n = 350,000); in the data active = activation above about 40%; inconclusive = no clear call, values can overlap the other calls;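 also: 0% = median of the plate's neutral control wells and 100% = double that signal; a rise in the Bmi1 reporter signal indicates esBAF inhibition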
SIRT5 block – blocks human SIRT5 desuccinylation of peptide. Purified SirT5, succinyl-peptide AMC, trypsin-coupled fluorescence. inhibition, % at 15 µM. actives 1.1% (n = 330,000); in the data active = inhibition above about 15%; inconclusive = no clear call, values can overlap the other calls
Target sequence (Q9NXA8 whole entry, looked up): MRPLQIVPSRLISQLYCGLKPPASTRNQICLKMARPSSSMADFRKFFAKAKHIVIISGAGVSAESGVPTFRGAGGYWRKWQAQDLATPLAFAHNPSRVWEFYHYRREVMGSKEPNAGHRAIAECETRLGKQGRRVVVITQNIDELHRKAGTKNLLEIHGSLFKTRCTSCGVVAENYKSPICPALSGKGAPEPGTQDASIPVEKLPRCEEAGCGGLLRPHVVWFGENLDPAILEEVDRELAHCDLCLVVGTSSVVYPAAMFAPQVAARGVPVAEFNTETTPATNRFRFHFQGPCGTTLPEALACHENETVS
LGR2 inh – blocks bursicon-induced cAMP signaling via Drosophila LGR2; HEK293 LGR2, CRE-luciferase, bursicon-stimulated, 4 h; actives 0.35% (n = 380,000); inhibition, % at 9.99 µM;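 active = drop in luminescence signal, shown as inhibition above about 50% in the replicate tests, limit read from the data, passing the limit was not always enough; inconclusive = probably only some replicates passing the limit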;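 also: agonist challenge used bursicon conditioned medium at about half maximal strength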
CASP6 VEID inh – inhibitors of human caspase-6 | purified caspase-6, Z-VEID-R110 cleavage fluorescence | inhibition, % at 12.5 µM | actives 0.53% (n = 350,000) | AID 686996;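 active = mean inhibition across replicates at least about 35%, with every replicate also reaching that limit, limit read from the data; inconclusive = only one of the two criteria met; inactive = neither criterion met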;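 also: 0% = median of neutral control wells and 100% = no fluorescence left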
Target sequence (P55212 24-179 limits assumed): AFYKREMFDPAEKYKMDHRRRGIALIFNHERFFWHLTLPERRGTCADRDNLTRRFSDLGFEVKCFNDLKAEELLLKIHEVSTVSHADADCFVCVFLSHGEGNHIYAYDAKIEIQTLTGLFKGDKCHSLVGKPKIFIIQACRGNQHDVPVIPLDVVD
Target sequence (P55212 194-293 limits assumed): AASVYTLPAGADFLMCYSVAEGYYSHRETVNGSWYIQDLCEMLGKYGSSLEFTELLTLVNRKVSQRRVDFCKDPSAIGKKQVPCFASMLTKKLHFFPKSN
Active calls of the source: *; ? = inconclusive; nt = not tested or not shown; & = joins results of further samples.

SMILES | FN deposition inh | S100A4 inh HTS | Statin myotox sup | esBAF inh | SIRT5 block | LGR2 inh | CASP6 VEID inh
Cc1ccc(C(OCCN(C)C)c2cccc(C(F)(F)F)c2)cc1 (configuration not stated) | -5 | -3 | nt | nt | -1 | 1 | -2
O=C(C[C@@H]1CC[C@H](NS(=O)(=O)c2ccc(F)cc2)[C@@H](CO)O1)NCCc1ccncc1 | 8 | 8 | -8 | 1 | 1 | 17 | 1
CC(=O)SC(C)CC(=O)NCc1ccccc1 (configuration not stated) | 1 | nt | 14 | -4 | nt | nt | nt
O=C(NCCN1CCCC1)c1ccc(Br)cc1 | 2 | -1 | -2 | -2 | -4 | 13 | -25
CCCNC(=O)N(C)C[C@@H]1Oc2ncc(C3=CCCC3)cc2C(=O)N([C@@H](C)CO)C[C@H]1C | nt | 0 | 2 | 6 | 1 | -8 | -3
Nc1c(C(=O)Nc2ccc3c(c2)OCCO3)nnn1Cc1cccc(Cl)c1 | 12 | 0 | 22 | 55* | 6 | -76 | 3
CC(=O)Nc1ccc(-c2csc(NC(=O)c3ccc(C)o3)n2)cc1 | nt | -2 | 2 | 9 | 5 | -10 | 7
COc1ccccc1-c1ccc([C@@H]2[C@H](C#N)N(C(=O)CN(C)C)[C@H]2CO)cc1 | 5 | 4 | -3 | 3 | 0 | -16 | 0
COc1ccc(S(=O)(=O)N(C)C[C@H]2OCCCC[C@@H](C)Oc3ccc(NS(=O)(=O)c4cn(C)cn4)cc3C(=O)N([C@@H](C)CO)C[C@H]2C)cc1 | 2 | 6 | nt | 18 | 16* | -6 | 2
CCCNC(=O)N(C)C[C@H]1Oc2cc(-c3ccncc3)ccc2S(=O)(=O)N([C@H](C)CO)C[C@@H]1C | nt | -18 | -8 | 7 | -5 | 4 | 2
COCCN1C[C@@H](CO)O[C@@H](n2cnc3c(NCCN(C)C)ncnc32)C1 | -11 | 2 | -2 | -5 | nt | -10 | 10
COc1ccccc1S(=O)(=O)N[C@H]1C=C[C@H](CC(=O)N2CCOCC2)O[C@@H]1CO | 4 | 3 | 1 | 3 | 1 | 6 | -5
CCc1nc2ccc(C(=O)N(C)CCCN(C)C)cn2c1N(C=O)CCC(C)C | -14 | -2 | -15 | 1 | -1 | -3 | -9
Cc1ccc2c(c1)NC(=O)C(N1CCOCC1)(C(F)(F)F)O2 (configuration not stated) | nt | nt | 7 | 1 | nt | 12 | nt
Cc1cccc(/C(N)=N/OC(=O)COc2ccccc2Cl)c1 | -1 | -3 | nt | nt | 17* | -38 | 1
COCC(=O)Nc1ccc2c(c1)C(=O)N(C)[C@@H]1CC[C@H](CC(=O)NCc3ccccc3Cl)O[C@H]1CO2 | -8 | nt | 3 | -1 | nt | -5 | nt
Cc1cc(Br)cn2c(Cc3ccsc3)c(-c3cccc(Br)c3)nc12 | -11 | 29 | nt | nt | -7 | -16 | 6
CC(C)CC#Cc1ccc2c(c1)O[C@H](CN(C)Cc1ccncc1)[C@H](C)CN([C@@H](C)CO)S2(=O)=O | nt | 3 | -52 | -2 | 8 | 13 | 0
COc1ccccc1CC(=O)Nc1ncc(C)s1 | 3 | -9 | -7 | -3 | nt | 5 | -2
NC(=S)N/N=C/c1cccc(/C=N/NC(N)=S)c1 | -1 | -2 | nt | nt | 8 | -4 | -1
CNC[C@@H]1Oc2ccc(NC(=O)CCC(F)(F)F)cc2C(=O)N([C@@H](C)CO)C[C@@H]1C | -3 | 11 | 22 | -2 | 3 | -18 | -1
COc1ccc(S(=O)(=O)N(C)C[C@H]2Oc3ccc(NS(=O)(=O)c4ccc(C)cc4)cc3CC(=O)N([C@@H](C)CO)C[C@H]2C)cc1 | nt | nt | -1 | 0 | nt | 9 | nt
COc1ccc(C(C(=O)NC2CCCC2)N(C(=O)c2snc(-c3ccc(F)cc3)c2N)c2ccccc2)cc1 (configuration not stated) | 7 | nt | 9 | -2 | nt | nt | nt
O=S(=O)(Nc1c(O)ccc2ccccc12)c1ccccc1 | -2 | -7 | 16 | 36 | 1 | -9 | 5
COc1ccc(NC(=O)Nc2ccc3c(c2)C(=O)N([C@H](C)CO)C[C@H](C)[C@@H](CN(C)S(=O)(=O)c2ccc(OC)cc2)O3)cc1 | 4 | -31&-6 | -14 | 0 | 1&-4 | -3&-8 | 1&-4
CCOC(=O)c1c(C)[nH]c(C(=O)COC(=O)CNC(=O)C2CCCCC2)c1C | 5 | -2 | -4 | 5 | -2 | -13 | 1
O=C(O)CCC(=O)Nc1ccccc1C(=O)Nc1ccccc1 | 5 | nt | 11 | -7 | nt | nt | nt
COCCCNC(=O)C1C2C=CC3(CN(Cc4ccc(C)cc4)C(=O)C13)O2 (configuration not stated) | nt | 2 | 3 | -3 | 6 | 3 | 9
CN1CCN(C(=O)C[C@@H]2CC[C@@H]3[C@H](COC[C@@H](O)CN3Cc3cccc(Cl)c3)O2)CC1 | 0&1 | 3&0 | 3 | -11 | 10 | 5&9 | -1&-14
C[C@@H]1CN([C@H](C)CO)C(=O)Cc2cc(NC(=O)Cn3cnnn3)ccc2O[C@@H]1CN(C)C(=O)Nc1ccc2c(c1)OCO2 | nt | 3 | 41 | 3 | -5 | -34 | 0
COc1cc(C)nc(NC(=O)NC(=O)c2ccc(C(F)(F)F)cc2)n1 | -6 | -4 | -27 | 1 | -5 | -13 | 1
CCOC(=O)CC(C#N)c1c[nH]c2ccccc12 (configuration not stated) | 6 | nt | 6 | 1 | nt | nt | nt
C[C@H](CO)N1C[C@H](C)[C@H](CN(C)Cc2ccccn2)Oc2cc(-c3cccnc3)ccc2S1(=O)=O | 1 | -37 | nt | -2 | -4 | -6 | -1
C[C@H](CO)N1C[C@H](C)[C@@H](CN(C)C(=O)Nc2ccc3c(c2)OCO3)OCCCC[C@H](C)Oc2ccc(NC(=O)Nc3ccccc3)cc2C1=O | 10 | 4 | nt | 18 | 11 | -3 | -3
COCC#Cc1cnc2c(c1)C(=O)N([C@@H](C)CO)C[C@@H](C)[C@@H](CN(C)C(=O)c1cccc(F)c1)O2 | -4 | 20 | -11 | -2 | -4 | 1 | -4
CCOc1ccc(CN(C)c2ccc(S(=O)(=O)N3CCN(C)CC3)cc2[N+](=O)[O-])cc1OC | nt | 6 | -14 | -35 | nt | -11 | 0
CC(C)(C)c1ccc(CN(Cc2ccccc2)C(c2ccccn2)c2nnnn2C(C)(C)C)cc1 (configuration not stated) | 8 | nt | -18 | -39 | nt | nt | nt
O=[N+]([O-])c1ccc2nc(-c3ccccc3[N+](=O)[O-])[nH]c2c1 | 2 | -3 | nt | nt | 1 | -15 | 38*
Cc1cc(=O)nc2c3ccccc3n(CC(=O)NCCCN3CCCC3=O)n12 | 6 | -2 | -16 | -4 | -5 | 7 | -1
CCOCc1c(C(=O)N2CCN(CC(=O)Nc3ccc(F)cc3)CC2)oc2ccccc12 | nt | 1 | 2 | -2 | -9 | 6 | -1
COc1ccc(CCNC(=O)CSc2nc(-c3ccco3)cc(C(F)(F)F)n2)cc1OC | nt | -5 | 13 | 1 | 8 | 4 | 2
Cc1cccc2c1ncc1c(=O)n(-c3ccccc3)[nH]c12 | -1 | 9 | -11 | ? | 1 | -42 | 0
COc1ccc(CN(C)Cc2nc3scc(-c4ccccc4)c3c(=O)[nH]2)cc1OC | -9 | -6 | nt | nt | 2 | nt | 3
Cn1nccc1NC(=O)Nc1cccc(Cl)c1Cl | -2 | 3 | nt | nt | -1 | nt | -2
CC[C@@]1(C(=O)OC)N[C@H](CN(C)C(=O)C2CCCCC2)[C@@H]2C(=O)N(C)C(=O)[C@@H]21 | -3 | 6 | 0 | 2 | -4 | -26 | nt
COc1ccc(C)cc1N(C(=O)Cn1nnc(-c2ccc(C)o2)n1)C(C(=O)NC1CCCC1)c1ccncc1 (configuration not stated) | 5 | 4 | -6 | 5 | 0 | -1 | 1
O=C(NCCCn1ccnc1)c1ccc(Cl)c(Cl)c1 | 7 | -4 | -4 | 6 | 1 | 19 | -22
CC(SCCc1ccccn1)C(=O)O (configuration not stated) | 7 | nt | 3 | 2 | nt | nt | nt
CCOc1ccc(N2C(=O)CC(Sc3nccc(C)n3)C2=O)cc1 (configuration not stated) | nt | 0 | nt | -12 | -3 | -20 | 1
CCc1nc2ccc(C(=O)N3CCCCC3)cn2c1N(CCC(C)C)CCN(C)C | nt | 5 | 33 | -13 | -2 | 4 | 0

Continuation:
SMILES | FN deposition inh | S100A4 inh HTS | Statin myotox sup | esBAF inh | SIRT5 block | LGR2 inh | CASP6 VEID inh
CCOC(=O)C1=C[C@@H](C2CCCC2)N(S(=O)(=O)c2ccc([N+](=O)[O-])cc2)[C@H]1c1ccccc1 | -15 | 5 | -2 | -9 | -3 | 17 | 11
Cc1ccccc1-n1nnnc1SCC(=O)NNC(=O)c1ccc(NC(=O)CC#N)cc1 | 8 | -4 | -7 | -5 | -2 | 1 | 1
O=C(C[C@@H]1C[C@@H]2c3cc(NC(=O)c4cccnc4)ccc3O[C@@H]2[C@@H](CO)O1)NCc1ccc(Oc2ccccc2)cc1 | nt | 10 | 7 | 12 | nt | 13 | 4
COc1ccc(CN(C)C[C@@H]2Oc3c(NS(=O)(=O)c4ccccc4)cccc3C(=O)N([C@H](C)CO)C[C@H]2C)cc1 | nt | 35 | -2 | -2 | 1 | -5 | nt
Cc1ccc(C(=O)Nc2nncs2)cc1S(=O)(=O)N1CCOCC1 | -7 | nt | -14 | -2 | nt | nt | nt
CCn1cc(CN2CCCC(C(=O)c3ccc(-c4ccccc4)c(F)c3)C2)cn1 (configuration not stated) | -2 | -3 | nt | nt | -1 | 6 | -5

The list is partial (hit frequency here may not be typical).
